High-throughput results from PubChem BioAssay.
BAZ2B inh: BAZ2B (human) inhibition; Potency, µM (titrated, usually from 114 µM), inactives show at the highest dose activity change, negative = inhibition, actives largely listed as inhibitors; AlphaScreen BAZ2B-H3K14Ac peptide displacement; actives 4.4% (n = 360,000); also: % is scaled to controls: 0 for no effect and ±100 for the full control effect; nearly all actives have a fitted effect of over 60% in size
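BAZ2B (50 nM) with biotin-H3(5-23)K14Ac peptide (50 nM) in PBS pH 7.4, 0.01% Tween-20, preformed 30 min, then compound 30 min at room temperature; top concentration 110uM. AlphaScreen streptavidin donor/nickel chelate acceptor beads (10 ug/mL final), 20 min dark, signal read.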
Pol iota inh: DNA polymerase iota (human) inhibition; Q9UNA4; Potency, µM (top dose mostly 115 µM), for inactives: at the highest dose activity, negative = inhibition, actives largely listed as inhibitors; actives 1% (n = 390,000); Pol iota fluorescent replication assay, 10 min; AID 588590
Target sequence (Q9UNA4 whole entry, looked up): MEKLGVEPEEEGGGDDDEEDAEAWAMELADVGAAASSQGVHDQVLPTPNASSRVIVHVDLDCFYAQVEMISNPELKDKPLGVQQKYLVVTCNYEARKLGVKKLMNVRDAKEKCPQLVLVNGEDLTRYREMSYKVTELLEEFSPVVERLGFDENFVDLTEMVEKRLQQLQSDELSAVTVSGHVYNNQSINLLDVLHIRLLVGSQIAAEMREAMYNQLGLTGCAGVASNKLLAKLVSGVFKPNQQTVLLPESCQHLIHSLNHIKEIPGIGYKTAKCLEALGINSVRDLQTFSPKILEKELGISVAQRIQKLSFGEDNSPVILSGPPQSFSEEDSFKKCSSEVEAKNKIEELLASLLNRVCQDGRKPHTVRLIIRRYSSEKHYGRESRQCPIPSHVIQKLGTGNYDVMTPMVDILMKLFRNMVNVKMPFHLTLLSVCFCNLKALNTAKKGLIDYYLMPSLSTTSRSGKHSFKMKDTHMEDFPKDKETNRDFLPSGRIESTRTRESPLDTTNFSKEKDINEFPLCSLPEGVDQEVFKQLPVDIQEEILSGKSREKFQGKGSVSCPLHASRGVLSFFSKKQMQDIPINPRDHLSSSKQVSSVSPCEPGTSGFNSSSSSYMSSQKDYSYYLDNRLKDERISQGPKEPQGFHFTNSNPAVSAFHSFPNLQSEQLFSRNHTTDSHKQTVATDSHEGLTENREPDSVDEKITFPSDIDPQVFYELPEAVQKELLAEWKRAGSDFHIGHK
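Pol iota at 10 nM preincubated 15 min with compounds at room temperature; reaction started with fluorescent substrate, 50 nM final. Fluorescence read kinetically at 0 and 10 min; buffer-only wells as negative control.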
JMJD2A Tudor inh: blocks the human JMJD2A Tudor domain; O75164; AlphaScreen JMJD2A-Tudor / H3K4me3 peptide binding; actives 4.4% (n = 390,000); Potency, µM (highest dose often 114 µM), without a hit: at the top dose activity change, negative = inhibition, hits mostly inhibitors; also: % is scaled to controls: 0 for no effect and ±100 for the full control effect; nearly all actives have a fitted effect of over 50% in size
APE1 inh: inhibitors of human APE1 endonuclease | P27695 | recombinant APE1, TAMRA/BHQ-2 abasic DNA cleavage fluorescence | actives 0.35% (n = 350,000) | Potency, µM (highest dose often 65.8 µM), inactives show top-dose activity change, negative = inhibition, actives largely listed as inhibitors | AID 2517;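 also: plate controls were vehicle for no effect and reference inhibitor for full effect; nearly all actives have a fitted effect of over 55% in size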
Target sequence (P27695 whole entry, looked up): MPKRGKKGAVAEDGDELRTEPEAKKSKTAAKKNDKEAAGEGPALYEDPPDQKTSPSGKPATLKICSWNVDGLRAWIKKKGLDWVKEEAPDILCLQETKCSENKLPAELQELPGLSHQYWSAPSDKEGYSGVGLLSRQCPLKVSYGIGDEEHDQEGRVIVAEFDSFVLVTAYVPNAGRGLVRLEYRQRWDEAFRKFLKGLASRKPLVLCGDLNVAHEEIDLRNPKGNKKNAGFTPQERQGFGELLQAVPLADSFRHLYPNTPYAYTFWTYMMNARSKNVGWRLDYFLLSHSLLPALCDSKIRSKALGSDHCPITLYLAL
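Step 1: APE1 (0.75 nM) with compound, 15 min RT. Step 2: add 50 nM fluorophore/quencher THF duplex. Step 3: three fluorescence reads 60 s apart (525/598 nm); read 3 minus read 1 = reaction progress.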
POLB inh: DNA polymerase beta (human) inhibition; actives 1.3% (n = 340,000); Potency, µM (doses to about 114 µM), without a hit: at the top dose activity change, negative = inhibition, usual class: inhibitors; P06746; Pol beta primer extension/strand displacement, fluorescence kinetic; AID 485314; also: % is scaled to controls: 0 for no effect and ±100 for the full control effect
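Human Pol beta at 10 nM; strand-displacement substrate 50 nM final. Compound exposure 15 min at room temperature before start, reaction 10 min at room temperature.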
POLK inh: blocks human DNA polymerase kappa activity. Q9UBT6. purified Pol kappa, fluorescent DNA synthesis assay, 10 min. Potency, µM (series often up to 107 µM), inactives show top-dose activity, negative = inhibition, usual class: inhibitors. actives 0.53% (n = 400,000); also: % is scaled to controls: 0 for no effect and ±100 for the full control effect
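Pol kappa 10 nM + cpd, 15 min RT; start w/ substrate 50 nM final; fluorescence kinetic read, 0 and 10 min. Neg ctrl: buffer, no enzyme.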
Pol eta inh: inhibitors of human DNA polymerase eta | actives 1.2% (n = 390,000) | AID 588591 | Potency, µM (series often up to 114 µM), without a hit: at the highest dose activity change, negative = inhibition, actives largely listed as inhibitors | Q9Y253 | recombinant Pol eta, fluorescent DNA replication assay; also: % is scaled to controls: 0 for no effect and ±100 for the full control effect
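Pol eta at 10 nM preincubated with compounds 15 min at room temperature; reaction started with fluorescent substrate (50 nM final) and read kinetically at 0 and 10 min.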
BLM helicase inh: inhibitors of human Bloom syndrome helicase BLM | P54132 | recombinant BLM DNA unwinding, fluorescence dequenching | Potency, µM (highest dose often 56.1 µM), inactives show top-dose activity change, negative = inhibition, usual class: inhibitors | actives 0.2% (n = 350,000);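 also: plate controls were vehicle for no effect and no enzyme for full effect; nearly all actives have a fitted effect of over 35% in size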
G9a inh: inhibitors of human histone lysine methyltransferase G9a. Q96KQ7. G9a H3K9 monomethylation, AlphaScreen, 2 h. Potency, µM (series often up to 102 µM), inactives show at the highest dose activity, negative = inhibition, hits mostly inhibitors. actives 8.8% (n = 350,000); also: % is scaled to controls: 0 for no effect and ±100 for the full control effect; nearly all actives have a fitted effect of over 75% in size
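Using a bead-based AlphaScreen, monomethylated H3K9 product from 2 h room-temperature reactions (G9a 20 nM, peptide 500 nM, SAM 20 uM) was detected with 0.5 ug/mL rabbit anti-H3K9me1 antibody.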
Starred values were filed as active, the others as inactive; [ ] = remark or other dose. Calls follow the shape of the dose curve; as a rule, active = well fitted curve in the direction sought with a large enough effect; inconclusive = small, poorly fitted or top-dose-only effect, or another doubt; inactive = no such curve, though single readings can be large; an effect the other way counts as inactive or inconclusive. Potency is read from the fitted curve at half-maximal effect. These rows are one share of the data (hit frequency here may not be typical).

Screening CC1C(=O)NN=C1C(=O)N/N=C\c1ccc(O)cc1O (configuration not stated) returned BAZ2B inh 11µM*, Pol iota inh 10%, JMJD2A Tudor inh 40µM*, APE1 inh -3%, POLB inh 25%, POLK inh 10%, Pol eta inh -17%, BLM helicase inh -2% and G9a inh 5%[59 µM].
Screening O=C(Nc1ccccc1)Nc1ccc2c(c1)CCC2 returned BAZ2B inh 1%, Pol iota inh -14%, JMJD2A Tudor inh -20%, APE1 inh 55%[activator], POLB inh -1%, POLK inh -20%, Pol eta inh -6%, BLM helicase inh -4% and G9a inh inconclusive.
O=C(CN1CCN(Cc2cccc(Cl)c2)C1=O)NCc1ccccn1 was read as BAZ2B inh -3%, Pol iota inh -37%, JMJD2A Tudor inh -31%, APE1 inh 2%, POLB inh 24%, POLK inh -1%, Pol eta inh -3%, BLM helicase inh 2% and G9a inh -3%.
Screening CC1=CCC2C(=O)N(c3ccc(S(N)(=O)=O)cc3)C(=O)C2C1 (configuration not stated) returned BAZ2B inh -19%, Pol iota inh 25%, JMJD2A Tudor inh -14%, APE1 inh -4%, POLB inh 1%, POLK inh -20%, Pol eta inh 2%, BLM helicase inh -1% and G9a inh 4%.
`COc1cccc(NC(=O)[C@H](C)NC(=O)C2CCN(S(=O)(=O)c3ccc(C)cc3)CC2)c1` gave BAZ2B inh -7%, Pol iota inh 44%[activator], JMJD2A Tudor inh -1%, APE1 inh 1%, POLB inh 0%, POLK inh -8%, Pol eta inh -13%, BLM helicase inh 0% and G9a inh 4%.
O=C(COc1ccc(Cl)cc1)NCC(=O)N1CCC2(CC1)NCCc1[nH]cnc12 was read as BAZ2B inh -14%, Pol iota inh 33%[activator], JMJD2A Tudor inh -18%, APE1 inh -7%, POLB inh 4%, POLK inh -17%, Pol eta inh -20%, BLM helicase inh 1% and G9a inh -4%.
`C/C(=N\NC(=O)c1cc(Br)ccc1O)c1ccccn1` gave BAZ2B inh 2%, Pol iota inh 45%[activator], JMJD2A Tudor inh -30%, APE1 inh -1%, POLB inh 6%, POLK inh -5%, Pol eta inh -22%, BLM helicase inh -5% and G9a inh inconclusive.
`Cc1cc(NC(=O)C2CCCN2C(=O)Nc2cccc(Cl)c2)ccc1-n1cnnn1` (configuration not stated) gave BAZ2B inh -14%, Pol iota inh 6%, JMJD2A Tudor inh -14%, APE1 inh 1%, POLB inh -1%, POLK inh -8%, Pol eta inh 1%, BLM helicase inh -5% and G9a inh -2%.
For O=C(CCS(=O)(=O)c1ccc(Cl)cc1)Nc1ccc(F)cc1 the results were BAZ2B inh -1%, Pol iota inh -3%, JMJD2A Tudor inh -7%, APE1 inh 56%[activator], POLB inh 2%, POLK inh 2%, Pol eta inh -9%, BLM helicase inh -2% and G9a inh 5%.
Cc1cccc(Nc2ncnc(N)c2[N+](=O)[O-])n1 was read as BAZ2B inh -10%, Pol iota inh -27%, JMJD2A Tudor inh -11%, APE1 inh -2%, POLB inh 8%, POLK inh -13%, Pol eta inh -14%, BLM helicase inh -9% and G9a inh -15%[59 µM].
`C/C(=N\NC(=O)c1ccc(C)cc1C)c1ccc2c(c1)OCO2` gave BAZ2B inh -1%, Pol iota inh 6%, JMJD2A Tudor inh 2%, APE1 inh -4%, POLB inh 14%, POLK inh -11%, Pol eta inh -12%, BLM helicase inh -2% and G9a inh -6%[59 µM].
O=[N+]([O-])c1ccc(O)c(/C=N/Nc2nc3ccccc3[nH]2)c1 was read as BAZ2B inh 32µM*, Pol iota inh 3%, JMJD2A Tudor inh inconclusive, APE1 inh -4%, POLB inh 0%, POLK inh -2%, Pol eta inh -15%, BLM helicase inh -3% and G9a inh -9%.

A draw from above in order of heavy-atom count, largest number first:
`Cc1cc(NC(=O)C2CCCN2C(=O)Nc2cccc(Cl)c2)ccc1-n1cnnn1` (configuration not stated) gave BAZ2B inh -14%, Pol iota inh 6%, JMJD2A Tudor inh -14%, APE1 inh 1%, POLB inh -1%, POLK inh -8%, Pol eta inh 1%, BLM helicase inh -5% and G9a inh -2%.
For O=C(CCS(=O)(=O)c1ccc(Cl)cc1)Nc1ccc(F)cc1 the results were BAZ2B inh -1%, Pol iota inh -3%, JMJD2A Tudor inh -7%, APE1 inh 56%[activator], POLB inh 2%, POLK inh 2%, Pol eta inh -9%, BLM helicase inh -2% and G9a inh 5%.
`C/C(=N\NC(=O)c1cc(Br)ccc1O)c1ccccn1` gave BAZ2B inh 2%, Pol iota inh 45%[activator], JMJD2A Tudor inh -30%, APE1 inh -1%, POLB inh 6%, POLK inh -5%, Pol eta inh -22%, BLM helicase inh -5% and G9a inh inconclusive.

(list continues)
`COc1ccccc1CNC(=O)C1CCCN1S(=O)(=O)c1cccc2cccnc12` (configuration not stated) gave BAZ2B inh 6%, Pol iota inh 10%, JMJD2A Tudor inh -6%, APE1 inh 9%, POLB inh 15%, POLK inh 6%, Pol eta inh -15%, BLM helicase inh 0% and G9a inh -33%.
O=C(O)COc1ccc(/C=N/n2c(COc3ccccc3)nc3ccccc3c2=O)cc1 was read as BAZ2B inh 8%, Pol iota inh 8%, JMJD2A Tudor inh -13%, APE1 inh -4%, POLB inh 3%[57.1 µM], POLK inh -12%, Pol eta inh -1%, BLM helicase inh 4% and G9a inh inconclusive.
COc1ccc(OC)c(N2Cc3ccccc3C2)c1 was read as BAZ2B inh 3%, Pol iota inh 22%, JMJD2A Tudor inh inconclusive, APE1 inh 6%, POLB inh 11%, POLK inh -15%, Pol eta inh -6%, BLM helicase inh -1% and G9a inh 7.9µM*.
CCCCCCCOc1ccc(C2CC(=O)N(C)C2=O)cc1 (configuration not stated) was read as BAZ2B inh 0%, Pol iota inh 51%[activator], JMJD2A Tudor inh 19%, APE1 inh -4%, POLB inh 1%, POLK inh -15%, Pol eta inh -14% and BLM helicase inh -12%.
`Cc1cc(-c2nnc(SCC(=O)Nc3nccs3)o2)no1` gave BAZ2B inh 20µM*, Pol iota inh inconclusive, JMJD2A Tudor inh 40µM*, APE1 inh 0%, POLB inh inconclusive, POLK inh -49%, Pol eta inh inconclusive, BLM helicase inh -3% and G9a inh 36%[12.7 µM].
For N#Cc1ccc(-c2csc(NC3=NCCCCC3)n2)cc1 the results were BAZ2B inh -3%, Pol iota inh 2%, JMJD2A Tudor inh -15%, APE1 inh -5%, POLB inh 8%, POLK inh -16%, Pol eta inh 1%, BLM helicase inh 0% and G9a inh -7%[59 µM].
For CC1=CCC2C(=O)N(c3cccc(C(=O)Nc4ccc(Cl)cc4)c3)C(=O)C2C1 (configuration not stated) the results were BAZ2B inh -13%, Pol iota inh 27%, JMJD2A Tudor inh -12%, APE1 inh 11%, POLB inh 13%, POLK inh -9%, Pol eta inh -22%, BLM helicase inh -10% and G9a inh 62%[activator].
Screening CC(=O)CCSc1ncnc2sc(-c3ccccc3)cc12 returned BAZ2B inh -30%, Pol iota inh 7%, JMJD2A Tudor inh -22%, APE1 inh 10%, POLB inh 72%, POLK inh -5%, Pol eta inh -11% and BLM helicase inh -15%.
Screening CCCNS(=O)(=O)c1ccc(CCC(=O)N2CCC(C)CC2)cc1 returned BAZ2B inh inconclusive, Pol iota inh 6%, JMJD2A Tudor inh -6%, APE1 inh 0%, POLB inh 0%, POLK inh -4%, Pol eta inh 7%, BLM helicase inh -2% and G9a inh -35%.
`CCn1nccc1C(=O)Nc1ccc(Cl)c(Cl)c1` gave BAZ2B inh 12%, Pol iota inh -4%, JMJD2A Tudor inh 16%, APE1 inh -3%, POLB inh 4%, POLK inh -5%, Pol eta inh -11%, BLM helicase inh -4% and G9a inh 6%[59 µM].
For CC(=O)c1c(C)oc2ccc(NS(=O)(=O)c3ccc(F)cc3C)cc12 the results were BAZ2B inh 6%, Pol iota inh 35%[activator], JMJD2A Tudor inh -12%, APE1 inh 17%, POLB inh 14%, POLK inh 0%, Pol eta inh -10%, BLM helicase inh -5% and G9a inh 22%.
For CC(C)(C)c1ccc(C(=O)NC(=S)N2CCCC2)cc1 the results were BAZ2B inh -29%, Pol iota inh 1%, JMJD2A Tudor inh -11%, APE1 inh 42%, POLB inh -10%, POLK inh -11%, Pol eta inh 9%, BLM helicase inh -1% and G9a inh 16%.
For O=C(O)C1CCN(C(=O)c2cc(F)cc3c2OCOC3)CC1 the results were BAZ2B inh -2%, Pol iota inh 166%[activator], JMJD2A Tudor inh -9%, APE1 inh 0%, POLB inh -2%, POLK inh -1%, Pol eta inh -17% and BLM helicase inh -1%.
`COc1ccc(OC)c(Cc2nnc(CCC(=O)N3CCC(N4CCCCC4)CC3)o2)c1` gave BAZ2B inh 15%, Pol iota inh 8%, JMJD2A Tudor inh -31%, APE1 inh 14%, POLB inh -2%, POLK inh -1%, Pol eta inh -6%, BLM helicase inh 0% and G9a inh 24%.
COC(=O)c1cccc(Nc2c(-c3ccc(O)c(OC)c3)nc3nc[nH]n23)c1 was read as BAZ2B inh -23%, Pol iota inh 9%, JMJD2A Tudor inh -33%, POLB inh 22%, POLK inh 1%[60.1 µM], Pol eta inh -1%, BLM helicase inh -2% and G9a inh inconclusive.
Screening O=C1C2CC=C(Cl)CC2C(=O)N1CCc1ccccc1 (configuration not stated) returned BAZ2B inh -33%, Pol iota inh inconclusive, JMJD2A Tudor inh -13%, APE1 inh 1%, POLB inh -29%, POLK inh -18%, Pol eta inh -3%, BLM helicase inh -9% and G9a inh 12%[12.7 µM].
Screening COc1ccccc1CN1CCC(n2nccc2NC(=O)CCOc2ccccc2)CC1 returned BAZ2B inh -21%, Pol iota inh 19%, JMJD2A Tudor inh -10%, APE1 inh 27%, POLB inh -21%, POLK inh -15%, Pol eta inh -22%, BLM helicase inh 2% and G9a inh inconclusive.
Screening O=C(NCc1ccc(F)cc1F)c1cc(COc2c(F)cccc2F)on1 returned BAZ2B inh 4%, Pol iota inh 174%[activator], JMJD2A Tudor inh 10%, APE1 inh -5%, POLB inh -2%, POLK inh -2%, Pol eta inh -9%, BLM helicase inh -5% and G9a inh inconclusive.
`COc1cc2[nH]c(=S)n(N(C(C)=O)C(C)=O)c(=O)c2cc1OC` gave BAZ2B inh -1%, Pol iota inh 17%, JMJD2A Tudor inh -1%, APE1 inh -2%, POLB inh -7%, POLK inh -7%, Pol eta inh -4%, BLM helicase inh -1% and G9a inh inconclusive.
COCCn1c(C)cc(C(=O)CSc2nnc3ccccn23)c1C was read as BAZ2B inh 6%, Pol iota inh inconclusive, JMJD2A Tudor inh -28%, APE1 inh -3%, POLB inh 43%, POLK inh -10%, Pol eta inh -8%, BLM helicase inh -1% and G9a inh 0%.
